# Assay outcomes from PubChem BioAssay.
# BH1578 lux ind: induces V. cholerae light production without autoinducers; V. cholerae BH1578 lux reporter, luminescence, 6 h; activation, % at 18.7 µM; 0.16% of 350,000 active; in the data active means activation mostly above about 9.7%, no sharp cut-off; further: not every result past the cut was called active; inactives centre near 0; reference of the scale not given here
# DUSP3 inh: inhibitors of human VHR1 phosphatase (DUSP3); AID 1654; P51452; 0.52% of 290,000 active; inhibition, % at 13.3 µM; recombinant VHR phosphatase, pNPP absorbance; in the data active means inhibition above about 50%; further: some compounds called inactive have numbers as strong as hits
# Target sequence (P51452 whole entry, looked up): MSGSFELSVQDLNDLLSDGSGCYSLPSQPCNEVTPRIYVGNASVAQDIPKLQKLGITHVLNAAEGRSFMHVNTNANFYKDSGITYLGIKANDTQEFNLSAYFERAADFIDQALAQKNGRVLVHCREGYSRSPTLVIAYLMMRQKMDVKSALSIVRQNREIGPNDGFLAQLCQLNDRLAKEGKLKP
# SARS 3CLpro inh: SARS-CoV 3CLpro protease inhibition | AID 1706 | inhibition, % at 6 µM | 0.14% of 290,000 active | P0C6X7 | recombinant SARS-CoV 3CLpro, quenched FRET peptide cleavage; in the data active means inhibition above about 12%
# TcdB inh: blocks C. difficile toxin B glycohydrolase activity. TcdB glycohydrolase enzymatic assay, plate reader. P18177. AID 652162. inhibition, % at 9.99 µM. 0.24% of 350,000 active; in the data active means inhibition above about 10%
# SSB-PriA inh: K. pneumoniae PriA-SSBct interaction inhibition | AID 1272365 | 0.6% of 430,000 active | AlphaScreen SSBct-PriA binding, biotinylated peptide | inhibition, % at 33 µM; in the data active means inhibition mostly above about 37%, no sharp cut-off; inactive means mostly below about 20%;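 further: plate controls were negative control peptide for no effect and reference peptide for full effect; strong numbers were not always called active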
# Yp Topo-I inh: Y. pestis Topo-I inhibition via cleavage products | Y. pestis Topo-I cleavage product accumulation, plate reader | activity, % at 10 µM | 0.064% of 360,000 active | AID 504884; in the data active means activity above about 50%, passing the limit was not always enough; further: inactives centre near 2
# PrPC surface inh: reduces human prion protein on the cell surface; P04156; cell surface PrPC, TR-FRET read-out; inhibition, % at 13.8 µM; 0.43% of 370,000 active; AID 720596; in the data active means inhibition above about 24%; further: 0% = median of the test wells and 100% = reference compound wells
# Rv3671c inh: inhibits the M. tuberculosis serine protease Rv3671c | inhibition, % at 5.96 µM | 0.048% of 320,000 active | AID 2606; in the data active means inhibition above about 38%;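 further: extracellular domain of Rv3671c used as enzyme; 0% = enzyme with DMSO and 100% = no enzyme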
# Target sequence (P9WHR9 whole entry, looked up, the tested form may be a part): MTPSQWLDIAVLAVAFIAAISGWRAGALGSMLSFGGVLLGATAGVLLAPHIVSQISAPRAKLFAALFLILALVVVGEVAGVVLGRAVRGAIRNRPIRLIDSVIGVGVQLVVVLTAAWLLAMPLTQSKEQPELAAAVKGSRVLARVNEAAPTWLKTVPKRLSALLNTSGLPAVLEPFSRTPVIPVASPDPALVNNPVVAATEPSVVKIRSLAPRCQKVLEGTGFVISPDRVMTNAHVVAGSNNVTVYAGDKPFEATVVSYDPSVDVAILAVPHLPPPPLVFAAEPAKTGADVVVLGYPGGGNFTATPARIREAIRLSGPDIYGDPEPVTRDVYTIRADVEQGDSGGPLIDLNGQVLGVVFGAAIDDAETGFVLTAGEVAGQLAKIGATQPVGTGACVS
# CCHF vOTU inh: blocks the CCHF virus ovarian tumor domain protease. 0.55% of 370,000 active. inhibition, % at 11.5 µM. CCHFV vOTU protease, Pep-AMC fluorescence; in the data active means inhibition above about 30%; further: 0% = vehicle wells with enzyme and 100% = no enzyme wells
# MazF activator: activators of E. coli MazEF toxin-antitoxin RNase; P0AE70; FAM/BHQ RNA-DNA oligo cleavage fluorescence, 5 h; 0.32% of 350,000 active; activation, % at 20 µM; in the data active means activation above about 50%
# Target sequence (P0AE70 whole entry, looked up): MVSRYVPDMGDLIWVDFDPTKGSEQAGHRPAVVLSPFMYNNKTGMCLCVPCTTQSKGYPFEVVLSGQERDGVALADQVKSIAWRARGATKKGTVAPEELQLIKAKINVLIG
# Active calls of the source: *; i = inactive; x = not tested or not shown.
SMILES,BH1578 lux ind,DUSP3 inh,SARS 3CLpro inh,TcdB inh,SSB-PriA inh,Yp Topo-I inh,PrPC surface inh,Rv3671c inh,CCHF vOTU inh,MazF activator
COc1ccccc1CC(=O)Nc1ccc(-c2noc(COc3ccc(Br)cc3)n2)cc1,x,32.7,-2.6,x,-19.5,5.0,-2.2,7.2,-1.2,-0.2
Cc1cc(-c2onc3ccc(Cl)cc23)ccc1O,-0.3,-2.9,8.1,1.3,-6.6,-1.1,-6.2,11.3,10.0,4.5
O=C(COC(=O)c1ccccc1O)Nc1ccc(OC(F)F)cc1,i,-3.9,2.1,x,-12.1,-9.6,4.4,-1.8,12.6,1.0
C=CCOCCN(C)C1=NS(=O)(=O)c2ccccc21,-0.5,16.5,-4.8,x,-1.5,-7.5,7.7,7.2,-9.1,-1.3
O=C(NC(c1ccccc1)c1ccccc1)C1(c2cccs2)CCOCC1,-3.7,5.4,3.5,x,7.9,4.1,x,4.2,x,-6.1
O=C(COC(=O)CCC(=O)c1ccc(F)cc1)Nc1ccc(F)cc1F,1.2,36.9,1.3,0.5,-4.1,3.3,0.3,-0.7,-5.5,-5.1
CCOC(=O)CCNC(=O)c1ccccc1Br,-0.6,18.9,-1.1,x,-9.9,8.7,-0.4,4.2,14.4,0.4
Cc1ccc(NC(=O)CN(C)C(=O)CN2C(=O)NC(C)(c3ccccc3)C2=O)cc1 (configuration not stated),-0.4,36.1,-3.1,x,-5.9,-6.0,4.6,-4.3,-4.8,5.7
COc1cc(-c2nnco2)cc(OC)c1OC,x,-12.1,-0.8,0.6,3.1,x,-1.6,-1.2,0.8,-0.4
O=S(=O)(Cc1ccccc1Cl)CC(O)COc1ccccc1Cl (configuration not stated),7.7,41.5,3.7,x,3.2,8.5,6.5,-2.7,1.3,-1.9
COC(=O)Cc1c(C)nc2nc(-c3ccccc3)[nH]n2c1=O,i,7.2,-4.5,x,5.4,0.3,4.0,3.1,18.0,-0.6
CSc1ccc(Cn2c(C)c(C(=O)NCc3ccc(C(C)C)cc3)sc2=O)cc1,i,x,x,-0.6,x,4.0,3.4,x,-3.4,x
COc1ccc(CNC(=O)COC(=O)c2cccc(S(=O)(=O)N3CCOCC3)c2)cc1,i,x,x,-1.3,-3.6,-1.0,1.0,-3.4,2.2,-9.2
CCNc1ncnc2c1cnn2C1CCCCO1 (configuration not stated),-0.8,x,x,0.4,-12.1,5.2,4.8,x,3.5,1.9
COc1ccccc1N1C(=O)[C@@H]2[C@H](C1=O)[C@H](C(=O)c1ccc(OC(C)=O)cc1)N1N=CC=C[C@@H]21,x,-10.3,-2.7,-0.4,4.4,x,-5.4,4.3,6.4,-5.7

# Compound profiles, as listed above.
# `O=C(COC(=O)c1ccccc1O)Nc1ccc(OC(F)F)cc1` across the screens: BH1578 lux ind = i; DUSP3 inh = -3.9; SARS 3CLpro inh = 2.1; TcdB inh = x; SSB-PriA inh = -12.1; Yp Topo-I inh = -9.6; PrPC surface inh = 4.4; Rv3671c inh = -1.8; CCHF vOTU inh = 12.6; MazF activator = 1.0
# `O=S(=O)(Cc1ccccc1Cl)CC(O)COc1ccccc1Cl` (configuration not stated) across the screens: BH1578 lux ind = 7.7; DUSP3 inh = 41.5; SARS 3CLpro inh = 3.7; TcdB inh = x; SSB-PriA inh = 3.2; Yp Topo-I inh = 8.5; PrPC surface inh = 6.5; Rv3671c inh = -2.7; CCHF vOTU inh = 1.3; MazF activator = -1.9

# Continued.
SMILES,BH1578 lux ind,DUSP3 inh,SARS 3CLpro inh,TcdB inh,SSB-PriA inh,Yp Topo-I inh,PrPC surface inh,Rv3671c inh,CCHF vOTU inh,MazF activator
Cc1cc(F)ccc1NCc1ccncc1,i,-12.4,4.2,x,4.1,-3.9,1.6,0.1,-2.5,-1.7
CC(C)C(NS(=O)(=O)c1cccc2nsnc12)C(=O)NCc1ccc2c(c1)OCO2 (configuration not stated),-0.2,19.0,-3.3,1.0,-18.4,3.5,-16.4,-2.8,-7.5,0.9
O=C(NCCCN1CCCC1)c1ccc2c(Cl)c3c(nc2c1)CCCC3,i,5.5,-0.3,0.6,-0.9,7.4,-5.7,-32.8,8.8,13.0
COc1cc(CN2CCN(S(=O)(=O)c3ccc(NC(C)=O)cc3)CC2)cc(OC)c1O,i,5.9,-0.1,1.0,-16.6,0.1,x,1.1,x,1.2
CCCCNC(=O)c1ccc(NS(=O)(=O)c2ccc3[nH]c(=O)[nH]c3c2)cc1,-1.0,5.4,1.6,0.3,-4.7,-0.4,4.8,1.0,2.6,7.6
CCCN1Cc2cccc(C(=O)N3CCN(c4ccc(F)cc4)CC3)c2C1=O,i,37.2,-0.9,x,-10.2,0.3,1.8,1.3,-6.2,5.3
CCC(C)(C)NC(=O)C(c1cccn1C)N(C(=O)Cn1nnc2ccccc21)c1ccc(OC)cc1 (configuration not stated),6.2,18.9,1.1,x,-16.1,31.1,-1.6,-15.9,-0.1,-1.4
COc1ccc(CNC(=O)c2noc(C)c2[N+](=O)[O-])cc1,-0.2,33.0,-0.1,1.3,0.2,-6.1,-2.9,2.0,6.2,4.3
CC1CCCC(NC(=O)COC(=O)c2ccccc2Sc2ccccc2C#N)C1C (configuration not stated),-0.1,7.6,-0.9,0.9,-13.3,-4.7,3.1,-2.7,-5.8,2.5
O=C(Cn1cnc([N+](=O)[O-])n1)N/N=C/c1cccc2ccccc12,-0.3,47.6,-3.7,-2.2,x,-0.2,-18.0,-4.0,10.5,10.1
Cc1[nH]n2c(=O)cc(C(C)(C)C)nc2c1-c1ccccc1,-0.6,22.1,0.8,x,-7.3,-4.2,9.1,9.8,25.0,10.8
COc1ccc(-c2cccc(NS(=O)(=O)c3cc([N+](=O)[O-])ccc3C)c2)nn1,-0.5,x,x,2.9,2.4,8.7,3.5,3.0,-1.7,-1.4
Cc1ccc(Oc2cc(NN3CCCCC3)c([N+](=O)[O-])cc2[N+](=O)[O-])c([N+](=O)[O-])c1,-0.5,16.6,-7.5,0.9,-4.1,-1.2,4.5,-2.9,-1.5,3.8
COc1ccccc1NC(=O)C(=O)Nc1ccc2c(c1)N(C(=O)C1CC1)CCC2,1.2,x,x,-0.7,-4.5,1.3,-6.6,x,11.9,-3.0
COC(=O)Cc1cc(=O)n2[nH]c(C)c(-c3ccccc3)c2n1,-0.2,12.3,0.9,x,-3.1,-5.3,1.3,-2.8,-5.9,0.9
CCCCNC(=O)CSc1nc2cc3c(cc2c(=O)n1CCCC(=O)NCCc1ccc(OC)c(OC)c1)OCO3,i,7.6,0.6,0.0,-8.4,-7.9,-8.5,3.6,20.3,-25.1
CC(C)NC(=O)c1ccc(NC(=O)CC2SC(N3CCCCC3)=NC2=O)cc1 (configuration not stated),i,x,x,1.5,-3.5,5.2,9.2,-9.8,4.4,3.8
Cc1cccc2cc3c(NC(=O)C(C)C)nn(C)c3nc12,0.5,-12.3,-2.8,x,12.1,-3.8,-4.0,-0.9,1.3,2.4
COc1ccc(-c2ocnc2C(=O)N2CCN(C(c3ccccc3)c3ccccc3)CC2)cc1,i,-12.7,1.7,0.2,16.7,33.1,10.3,-22.6,-7.9,7.1
Cc1ccc(C(O)Cn2cc([N+](=O)[O-])nc2C)cc1 (configuration not stated),-0.6,8.7,1.2,1.5,-9.3,2.8,2.3,2.5,1.1,5.2
CCN1/C(=C\c2ccc3ccccc3[n+]2CC)Sc2cc(C)ccc21,-0.3,7.3,-13.2,1.1,24.1,-20.5,-17.5,-15.6,17.6,79.5*
O=C(c1cccc([N+](=O)[O-])c1)N(c1ccccn1)c1ccccn1,i,4.7,0.4,x,13.1,2.4,0.4,0.0,3.7,-1.4
COc1ccccc1NC1CCCCC1NS(=O)(=O)c1ccc(C)cc1 (configuration not stated),i,-9.2,-6.5,1.0,-7.5,6.2,-1.2,x,4.8,4.3
CCN(CC)S(=O)(=O)c1ccc(N2CCOCC2)c(NS(=O)(=O)c2ccc(C(C)C)cc2)c1,-2.0,1.5,-1.9,0.2,-10.6,13.7,5.1,6.5,7.8,-2.9
COc1ccc(-c2noc(COc3ccc4ccccc4c3Br)n2)cc1OC,-0.7,9.1,-4.5,x,-18.4,-3.7,1.5,-1.7,-10.6,15.6
CCOC(=O)c1sc(NC(=O)Nc2ccccc2F)nc1C,-0.2,-4.5,-2.5,x,-3.0,-9.3,-3.4,-3.4,-12.1,4.1
O=C(/C=C/c1ccco1)Oc1cccc2cccnc12,-0.4,17.0,4.6,1.7,-8.9,-2.0,-0.3,3.2,0.3,1.6
O=C(COc1ccc(Cl)cc1Cl)Nc1ccc(CN2CCOCC2)cc1,-0.3,-9.7,2.9,0.6,5.7,14.2,-5.4,-2.7,-0.7,2.3
Cc1nc2ccccn2c1C(=O)NC1CCCCC1,1.8,11.3,-0.8,x,-10.2,0.4,-3.1,3.2,-6.8,-2.6
CC(C)OCCCNC(=O)c1ccc(NC(=O)C2CCCO2)cc1 (configuration not stated),2.9,25.9,-1.9,x,-5.7,2.2,2.6,2.4,-1.0,5.8
COc1ccc(NC(=O)CSc2nnc(Cn3c(=O)sc4ccccc43)n2C)c(OC)c1,i,13.6,2.2,0.7,-7.7,8.0,6.8,-4.6,-6.5,6.2
COc1ccc(-c2csc3ncnc(N4CCN(S(=O)(=O)c5ccc(Cl)s5)CC4)c23)cc1,-0.7,x,x,1.6,0.6,19.4,-0.6,-27.5,-4.0,-23.7

# A different layout for part of the listing above:
Structure | BH1578 lux ind | DUSP3 inh | SARS 3CLpro inh | TcdB inh | SSB-PriA inh | Yp Topo-I inh | PrPC surface inh | Rv3671c inh | CCHF vOTU inh | MazF activator
O=C(/C=C/c1ccco1)Oc1cccc2cccnc12 | -0.4 | 17.0 | 4.6 | 1.7 | -8.9 | -2.0 | -0.3 | 3.2 | 0.3 | 1.6
O=C(COc1ccc(Cl)cc1Cl)Nc1ccc(CN2CCOCC2)cc1 | -0.3 | -9.7 | 2.9 | 0.6 | 5.7 | 14.2 | -5.4 | -2.7 | -0.7 | 2.3
Cc1nc2ccccn2c1C(=O)NC1CCCCC1 | 1.8 | 11.3 | -0.8 | x | -10.2 | 0.4 | -3.1 | 3.2 | -6.8 | -2.6

# This is a subset. The share of hits here may be higher or lower than overall.
